# From PubChem BioAssay
# TCR act: activates T cell receptor signaling. primary human leukocytes, anti-CD3, IL-2 HTRF, 48 h. 330,000 tested, under 10 active. Potency, µM (series often up to 9.22 µM), inactives show top-dose activation of IL-2 secretion, actives largely listed as activators; further: % of control where 0% means no effect
#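 Compounds are tested in HTS on primary human leukocytes co-incubated with a-CD3 beads for 48 hr. IL-2 output is measured by time-resolved FRET.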
# PTAP TSG101 blk: blocks PTAP/TSG101 interaction to inhibit HIV-1 budding. 340,000 tested, under 10 active. Fluorescence polarization, FITC-PTAP peptide / Tsg101 binding. Q99816. Potency, µM (highest dose often 115 µM), without a hit: top-dose activity change, negative = inhibition, usual class: inhibitors. AID 493005; active means well fitted inhibition curve with a large enough effect in the main read-out, with a control signal flat, not every such curve was filed as active; inconclusive means small, poorly fitted or top-dose-only effect, or effect the other way, or a change in a side signal; inactive means no such curve, though single readings can be large or run the other way; further: potency means the concentration at half of the fitted maximal effect; % of control where 0% means no effect
#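 Fluorescence polarization binding of Tsg101 binding domain (10 uM final) to FITC-labeled PTAP peptide (50 nM final) in HEPES pH 7.5 buffer with NaCl, Tween 20, EDTA, TCEP. Compounds added before peptide; binding 20 min at RT.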
# uPA surface inh: inhibitors of cell surface uPA generation. cell surface uPA generation assay, qHTS. Potency, µM (titrated, usually from 38.3 µM), without a hit: top-dose activity change, negative = inhibition, most hits filed as inhibitors. actives 0.31% (n = 330,000); active means well fitted inhibition curve with a large enough effect; inconclusive means small, poorly fitted or top-dose-only effect; inactive means no such curve, though single readings can be large or run the other way; tested in mouse RAW 264.7 cells; further: potency means the concentration at half of the fitted maximal effect; on the % scale 0 is the no-effect control and ±100 the full control effect; nearly all actives have a fitted effect of over 55% in size
# ELG1 DNA repair: blocks ELG1-dependent DNA repair in HEK293T cells | HEK293T ELG1-luciferase reporter, luminescence, 16 h; DNA damage induced by 5-fluorouridine | Potency, µM (titrated, usually from 46.1 µM), inactives show at the top dose activity change, negative = inhibition, most hits filed as inhibitors | actives 2.3% (n = 330,000) | AID 504467; further: potency means the concentration at half of the fitted maximal effect; on the % scale 0 is the no-effect control and ±100 the full control effect; nearly all actives have a fitted effect of over 55% in size
#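 DMSO vehicle served as the neutral condition. Each well held 2,000 cells given 5-fluorouridine plus compound; after 16 hr at 37 °C/5% CO2, ONE-Glo was added and luciferase measured 30 min later.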
# TSHR antag: antagonists of human thyroid stimulating hormone receptor. P16473. TSHR-expressing cells, TSH-stimulated cAMP HTRF, 2 h; active compounds read low. activity change, negative = inhibition, % at 11.5 µM. actives 0.2% (n = 330,000). AID 504810;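 active means activity change below a set negative limit, meaning inhibition stronger than a set level, cut at about -70% in these data; inconclusive means activity change between two set negative limits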; further: on the % scale 0 is the no-effect control and ±100 the full control effect
#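 Freshly harvested TSHR cells receive pin-tooled compound, then EC80 TSH at 4nM final. After 2 hours at 37 deg C, antibody in lysis buffer and cAMP-d2 are added; 30 minutes at ambient temperature precede the HTRF read.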
# Mito fusion act: blocks mitochondrial division or promotes mitochondrial fusion. S. cerevisiae fusion-defective mutant growth rescue, CellTiterGlo 48 h. actives 0.23% (n = 320,000). AID 485298. Potency, µM (titrated, usually from 46.1 µM), for the others: top-dose growth rescue (activation), usual class: activators;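 further: potency means the concentration at half of the fitted maximal effect; % of control where 0% means no effect; nearly all actives have a fitted effect of over 45% in size; temperature-sensitive fusion mutants such as fzo1-1 at 37 °C on non-fermentable ethanol glycerol medium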
#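 Growth-rescue viability read-out: after 48 h at the non-permissive 37C in glycerol/ethanol YPEG, yeast mitochondrial fusion mutants are measured by CellTiterGlo luminescence; compounds (23 nl pinned per well) restoring growth score as division inhibitors or fusion activators.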
# Chronic BCR inh: inhibitors of chronic active B-cell receptor signaling; ABC-DLBCL IkBa-CBG/CBR reporter, luminescence ratio, 4 h; Potency, µM (top dose mostly 46.1 µM), inactives show at the top dose ratio change, negative = lower green/red ratio, most hits filed as inhibitors; actives 0.05% (n = 340,000); active means well fitted inhibition curve with a large enough effect in the signal ratio, with a control signal flat, not every such curve was filed as active; inconclusive means small, poorly fitted or top-dose-only effect, or effect the other way, or a change in a side signal; the % refers to the signal ratio;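 further: potency means the concentration at half of the fitted maximal effect; plate controls were basal doxycycline-induced cells for no effect and cells given 10 µM MG132 for full effect; MG132 reads +100%, hits lower the ratio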
#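 Doxycycline induced both beetle luciferases in TMD8 lymphoma cells; IKK-driven degradation limits the IkappaBalpha-fused green signal, while red luminescence normalises for cell number and nonspecific effects. Compounds tested up to 46 uM, 4 hrs.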
# USP2a inh: inhibitors of human ubiquitin-specific protease USP2a; actives 0.01% (n = 330,000); Potency, µM (series often up to 38.3 µM), inactives show at the top dose activity change, negative = inhibition, actives largely listed as inhibitors; USP2 core, Ub-CHOP2 coupled fluorogenic reporter, 485/531; AID 463254;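 further: potency means the concentration at half of the fitted maximal effect; plate controls were DMSO wells for no effect and full inhibition by NEM control for full effect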
# Target sequence (O75604 whole entry, looked up): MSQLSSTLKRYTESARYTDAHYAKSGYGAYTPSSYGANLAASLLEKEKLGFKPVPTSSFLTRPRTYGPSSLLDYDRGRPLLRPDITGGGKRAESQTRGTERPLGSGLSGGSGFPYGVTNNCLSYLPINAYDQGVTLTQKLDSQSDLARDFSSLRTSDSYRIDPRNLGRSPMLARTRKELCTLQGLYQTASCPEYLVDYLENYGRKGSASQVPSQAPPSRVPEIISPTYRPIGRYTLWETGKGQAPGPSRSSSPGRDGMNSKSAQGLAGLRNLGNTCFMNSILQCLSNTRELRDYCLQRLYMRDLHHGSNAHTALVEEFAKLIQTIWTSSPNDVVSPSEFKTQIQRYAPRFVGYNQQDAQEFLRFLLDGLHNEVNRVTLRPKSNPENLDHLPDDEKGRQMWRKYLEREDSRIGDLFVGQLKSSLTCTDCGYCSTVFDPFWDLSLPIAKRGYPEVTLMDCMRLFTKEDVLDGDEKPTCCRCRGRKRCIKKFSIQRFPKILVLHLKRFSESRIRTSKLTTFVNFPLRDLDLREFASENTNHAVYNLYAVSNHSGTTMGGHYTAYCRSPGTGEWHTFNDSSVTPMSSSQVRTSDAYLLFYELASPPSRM
#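 Deubiquitinase activity read as fluorescence (485/531 nm) after Ub-CHOP2 cleavage activates the enterokinase reporter on its substrate; USP2 core 10nM, Ub-CHOP2 and substrate 25nM each, 30min compound preincubation then 60min RT; data normalized to NEM, curves fitted.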
# Tb PFK block: blocks T. brucei phosphofructokinase; O15648; T. brucei PFK, ADP-Glo luminescence; Potency, µM (top dose mostly 57.5 µM), for the others: top-dose activity, negative = inhibition, actives largely listed as inhibitors; actives 0.17% (n = 330,000);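 further: potency means the concentration at half of the fitted maximal effect; 0% = uninhibited 1x PFK enzyme wells and -100% = no-enzyme wells; nearly all actives have a fitted effect of over 60% in size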
#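 PFK 1.25 nM, F6P 0.5 mM, ATP 0.1 mM, 0.1 M TEA pH 8.0, 5 mM MgCl2, 0.01% Tween20, 0.1% BSA; 45 min RT. ADP-Glo readout. qHTS titration up to 57 uM; curves fitted, compounds curve-classed.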
# Eya2 inh: Eya2 (human) phosphatase inhibition; O00167; recombinant Eya2, OMFP fluorescence dephosphorylation (OMFP is methylfluorescein phosphate); Potency, µM (highest dose often 76.9 µM), inactives show at the top dose activity, negative = inhibition, usual class: inhibitors; actives 0.006% (n = 330,000); AID 488837; further: potency means the concentration at half of the fitted maximal effect; on the % scale 0 is the no-effect control and ±100 the full control effect
#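 Eya2 (0.2 uM) preincubated 10 min at ambient with compound, then OMFP substrate added at 50 uM; 10 min reaction in 50 mM HEPES pH 7.5, 50 mM NaCl, 5 uM MgCl2, 0.05% BSA, 1 mM DTT. Fluorescence read at Ex 485/Em 525 nm.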
# B2AR arrestin: agonists driving beta-arrestin recruitment to human beta2-adrenergic receptor. P07550. beta-arrestin recruitment to beta2AR, cell-based reporter. Potency, µM (series often up to 46.1 µM), inactives show at the top dose activation, actives largely listed as activators. actives 0.02% (n = 330,000). AID 492947;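 further: potency means the concentration at half of the fitted maximal effect; 0% = DMSO controls and full agonism = EC100 isoproterenol or metaproterenol; nearly all actives have a fitted effect of over 65% in size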
# Target sequence (P07550 whole entry, looked up): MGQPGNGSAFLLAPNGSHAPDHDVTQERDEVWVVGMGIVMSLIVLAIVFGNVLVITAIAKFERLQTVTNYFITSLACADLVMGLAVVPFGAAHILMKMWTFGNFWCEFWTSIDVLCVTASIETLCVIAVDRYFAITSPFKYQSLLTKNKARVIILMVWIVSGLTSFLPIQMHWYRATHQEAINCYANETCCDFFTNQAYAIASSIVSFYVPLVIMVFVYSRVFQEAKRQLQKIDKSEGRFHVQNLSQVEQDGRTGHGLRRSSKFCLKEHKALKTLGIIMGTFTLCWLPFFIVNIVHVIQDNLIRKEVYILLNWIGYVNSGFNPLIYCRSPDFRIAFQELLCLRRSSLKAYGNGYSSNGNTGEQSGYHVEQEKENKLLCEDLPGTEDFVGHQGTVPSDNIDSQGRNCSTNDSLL
# * marks the source's active call; other numbers are inactive results; ? = inconclusive; . = not tested or not shown; [ ] = remark or other dose. Unless noted, the call rests on the fitted dose curve; in most records, active means well fitted curve in the direction sought with a large enough effect; inconclusive means small, poorly fitted or top-dose-only effect, or another doubt; inactive means no such curve, though single readings can be large; an effect the other way counts as inactive or inconclusive.
SMILES,TCR act,PTAP TSG101 blk,uPA surface inh,ELG1 DNA repair,TSHR antag,Mito fusion act,Chronic BCR inh,USP2a inh,Tb PFK block,Eya2 inh,B2AR arrestin
COc1ccccc1-n1c(CNC(=O)c2cccs2)n[nH]c1=S,0.7%,-9.9%,3.7%,-1.6%,2.4,-3.5%,?,2.9%,-4.2%,-5.3%,-0.1%
C=CCn1c(SCc2c(C)noc2C)nc2sc3c(c2c1=O)CCCC3,8.3%,-0.3%,.,18.4µM*,-12.5,5.9%,?,1.5%,-1.6%,23.3%,-1.4%
Cc1ccc(C(=O)OCC(=O)NCc2ccco2)s1,3.8%,-1.1%,-0.1%,-6.0%,34.5,-5.1%,?,1.5%,-28.1%,21.4%,0.1%
Cc1ccc(NC(=O)CSc2ncnc3ccccc23)cc1S(=O)(=O)N1CCCCC1,-3.1%[46.1 µM],-1.5%,-13.8%,?,?,?,?,0.7%,0.9%,0.0%,-0.6%
Cc1cc(Br)cc(Cl)c1OCC(=O)N1CCN(C(=O)c2ccco2)CC1,0.8%,-1.3%,7.8%,-10.7%,9.9,-3.3%,0.0%,-0.7%,-0.6%,-0.2%,0.0%
CN(C)c1ccc(/C=N/N=C/c2ccccc2O)cc1,-11.0%[46.1 µM],-4.0%,4.2%,?,7.6,1.5%,-8.8%,4.8%,5.8%,2.8%,0.5%
O=S(=O)(Nc1ccc(O)c2ccccc12)c1ccc(Br)cc1,.,.,.,23.1µM*,6.0,-17.3%,?,-2.7%,-4.1%,17.3%,-0.3%
C/C(=N/OC(=O)C1CC12CCC2)c1ccc(Br)cc1 (configuration not stated),0.2%,1.5%,0.7%,-1.4%,3.8,-1.5%,14.6%,1.9%,-2.1%,10.8%,0.0%
c1ccc(Cn2c(SCCN3CCOCC3)nnc2-c2cccnc2)cc1,-7.2%,-3.1%,-3.2%,11.4%,0.6,-2.2%,-1.6%,1.7%,-2.6%,4.3%,11.5%
O=C(CC1C(=O)NCCN1Cc1ccoc1)NCCc1ccc(Cl)cc1 (configuration not stated),-1.2%,-6.0%,-6.0%,-15.2%,18.3,-0.5%,3.8%,2.5%,-6.5%,-2.2%,-0.6%
CCn1c2ccccc2c2nc3ccccc3nc21,4.4%,-2.7%,-5.3%,-1.0%,-1.7,-2.7%,6.4%,?,-1.6%,5.7%[15.4 µM],0.1%
COc1ccccc1-c1noc(CCC(=O)NC2CCCCC2)n1,-3.2%,-2.4%,-22.4%,-23.6%,-2.3,-0.9%,0.3%,0.6%,-4.5%,-5.0%,-1.6%
COc1ccc(CCNC(=O)c2noc(C)c2[N+](=O)[O-])cc1OC,3.6%,0.0%,4.3%,22.3%,-4.1,-5.6%,0.9%,4.7%,1.5%,5.8%,0.3%
CN(CC(=O)Nc1ccccc1Cl)C(=O)COC(=O)c1cccs1,-0.9%,-2.2%,5.8%,13.9%,0.6,.,1.2%,2.6%,-1.0%,-17.2%,0.2%
CC1CCC(C(=O)c2c(O)c3ccccc3oc2=O)CC1 (configuration not stated),-3.1%,-7.6%,3.2%,?,-6.0,5.7%,?,-0.1%,0.6%,1.3%,0.1%
CC(=O)c1ccc(S(=O)(=O)NCCC(=O)OCC(=O)NCCc2ccccc2)cc1,0.9%,3.0%,-4.0%,21.7%,-3.8,-1.8%,3.6%,0.5%,-4.1%,1.3%,0.3%
Cc1ccc(NC(=O)C(C)OC(=O)Cc2c[nH]c3ccccc23)cc1S(=O)(=O)N1CCOCC1 (configuration not stated),6.9%,-0.4%,-6.4%,18.3µM*,-13.3,4.7%,0.3%,-18.0%,0.3%,30.4%,-0.3%
Cc1c(Cl)cccc1NC(=O)C1COc2ccccc2O1 (configuration not stated),-1.1%,-10.9%,3.4%,10.3%,-11.0,5.8%,?,-1.0%,-0.8%,4.0%,-0.2%
Oc1[nH]c2ccccc2c1C=Nc1ccc2c(c1)OCO2,1.6%,-1.5%,-16.3%,?,10.7,6.8%,?,1.5%,-0.2%,-0.5%,8.2%
C/C(=N\NC(=O)c1ccc(Cl)cc1)c1cccc(NC(=O)c2cccnc2)c1,-2.8%[46.1 µM],-1.1%,-18.8%,?,10.6,.,-14.7%,2.1%,-0.9%,13.7%,0.2%
O=C1Nc2ccccc2SC(c2ccccc2)C1O (configuration not stated),-1.3%,-0.7%,-4.0%,2.2%,.,-0.1%,?,?,-29.9%,-36.5%,0.0%
COC(=O)c1nc(C(=O)OC)c(C(=O)OC)nc1C(=O)OC,-0.6%,-10.8%,7.4%,-4.6%,2.4,-5.3%,4.0%,-2.0%,1.3%,-9.3%,-0.2%
c1ccc(-n2nnnc2Oc2ccc(-n3ccnc3)cc2)cc1,2.6%,-3.4%,-2.9%,-19.2%,-1.9,-6.1%,-3.5%,-0.7%,-1.3%,10.4%,-0.3%
COc1ccc(NC(=O)NNC(=O)c2cc3occc3n2C)c(OC)c1,1.4%,-1.5%,-6.4%,20.0%,13.2,-6.3%,0.9%,2.0%,1.9%,4.2%,0.2%
C=CCn1c(SCC(=O)N2CC(=O)Nc3ccccc32)nc2scc(-c3ccccc3)c2c1=O,-2.3%,6.7%,1.5%,1.64µM*,-9.8,-16.3%,?,2.2%,-0.3%,-3.1%,0.4%
O=S1(=O)c2cccc3cccc(c23)N1Cc1ccc(-c2nnco2)cc1,7.8%,-1.6%,4.6%,?,1.9,20.6%,?,-0.6%,0.2%,-5.1%,0.3%
CCOC(=O)Cc1csc(N/N=C/c2ccc(Cl)cc2)n1,-3.7%,-0.4%,-2.4%,?,-12.7,-5.8%,?,-1.0%,-4.7%,5.8%,0.0%
O=C(Nc1c(Cl)cc(Cl)cc1C(=O)NCCN1CCOCC1)c1ccc(Cl)cc1Cl,-2.5%[46.1 µM],1.1%,-3.2%,1.7%,4.6,-3.1%,0.3%,1.2%,-2.8%,2.2%,0.5%
Cn1c(=O)n(C)c2cc(NC(=O)Cc3ccccc3[N+](=O)[O-])ccc21,-3.7%,0.3%,0.9%,?,-6.0,-1.5%,-7.6%,-0.6%,0.8%,0.9%,-0.2%
COc1ccc(Nc2cc(Cl)nc(N)n2)cc1,1.6%,0.7%,-2.6%,?,3.1,3.9%,?,2.0%,4.2%,4.9%,-0.2%
CCOc1ccc(NC(=O)c2ccc3c(SCC(=O)O)c4c(nc3c2)CCCC4)cc1,-5.2%,0.2%,11.6%,8.7%,-10.1,-2.3%,3.5%,0.3%,1.6%,3.4%,0.4%
CCN(/N=C/c1ccccc1)c1cc(=O)n(C)c(=O)[nH]1,-2.7%[46.1 µM],-4.1%,4.2%,11.6%,16.6,-2.9%,11.8%,-5.2%,7.5%,-11.1%,-0.4%
COC(=O)Cn1c(CCS(=O)(=O)c2ccc(C)c(C)c2)nc2ccccc21,-0.4%,0.1%,-2.4%,-4.3%,1.8,-8.0%,8.0%,-0.2%,1.1%,10.1%,-0.1%
Cc1ccccc1NC(=O)Cc1nc(COC(=O)COc2ccc(C(C)(C)C)cc2)cs1,.,-4.3%,-4.8%,6.2%,3.2,0.8%,0.4%,4.3%,1.8%,-5.5%,0.3%
OC(COC1CCCCC1)CN1CCCCC1 (configuration not stated),10.5%,-1.6%,1.0%,5.3%,40.8,-0.8%,7.9%,1.8%,-1.8%,3.4%,-0.2%
C=CCOc1ccc(C2C(C#N)=C(N)N(Nc3ccccc3)C3=C2C(=O)CC(C)(C)C3)cc1OC (configuration not stated),2.9%,-2.5%,-1.1%,?,-6.5,4.1%,11.7%,0.5%,-1.2%,0.3%,0.3%
Cc1ccn2c(CN3CCOCC3)c(-c3ccccc3)nc2c1,2.2%,-2.3%,-3.1%,?,3.0,-10.1%,-5.1%,0.1%,-2.9%,7.4%,-0.1%
CC1=C/C(=N\OS(=O)(=O)c2ccccc2)C=CC1=O,2.9%[46.1 µM],-5.6%,-14.2%,?,?,0.1%,?,0.1%,-28.9%,1.9%,6.7%
CC(NS(=O)(=O)c1ccc(CCC(=O)N2CCN(C)CC2)cc1)c1ccccc1 (configuration not stated),7.8%,-5.7%,2.9%,-0.6%,-1.2,-1.0%,2.2%,2.3%,0.2%,12.3%,0.0%
